Screening data deposited in PubChem by NMMLSC.
Autofluor Jurkat – autofluorescence counter-screen for VLA-4 integrin assays | Jurkat cells, compound autofluorescence, flow cytometry; hits give high values; 1 = vehicle-only cell background | fluorescence ratio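 (tested at 10 µM compound in the well)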 | 0.61% of 24,000 active;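 active means fluorescence ratio above 2.44, which is 1 plus 3 SD of all ratios; inconclusive means signal too bright to measure linearly, ratio around 10 or more; inactive means fluorescence ratio below 2.44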;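 further: green fluorescence of cells measured with 488 nm excitation and 530 nm emission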
LNCaP diff act – LNCaP prostate cell differentiation activation. flow cytometry side scatter, 4 d. side scatter shift, % at 10 µM. 0.56% of 24,000 active;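 active means side scatter shift above 30%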;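 further: androgen-responsive LNCaP prostate cancer cells in charcoal-stripped serum medium; percent of cells past a gate set so DMSO wells show 10% shift; higher shift means more granular cells and more differentiation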
VLA-4 allo ag – allosterically activates the human VLA-4 integrin | P13612 | Jurkat cells, LDV-FITC binding, flow cytometry | activation, % at 10 µM (by protocol) | 24,000 tested, under 10 active | AID 528;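 active means fluorescent ligand binding to cells raised by more than 40% of the manganese-induced maximum; inconclusive means compound's own fluorescence above 85% of the ligand control signal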;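 further: 0% = ligand binding without compound and 100% = manganese-stimulated maximal binding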
Target sequence (P13612 whole entry, looked up): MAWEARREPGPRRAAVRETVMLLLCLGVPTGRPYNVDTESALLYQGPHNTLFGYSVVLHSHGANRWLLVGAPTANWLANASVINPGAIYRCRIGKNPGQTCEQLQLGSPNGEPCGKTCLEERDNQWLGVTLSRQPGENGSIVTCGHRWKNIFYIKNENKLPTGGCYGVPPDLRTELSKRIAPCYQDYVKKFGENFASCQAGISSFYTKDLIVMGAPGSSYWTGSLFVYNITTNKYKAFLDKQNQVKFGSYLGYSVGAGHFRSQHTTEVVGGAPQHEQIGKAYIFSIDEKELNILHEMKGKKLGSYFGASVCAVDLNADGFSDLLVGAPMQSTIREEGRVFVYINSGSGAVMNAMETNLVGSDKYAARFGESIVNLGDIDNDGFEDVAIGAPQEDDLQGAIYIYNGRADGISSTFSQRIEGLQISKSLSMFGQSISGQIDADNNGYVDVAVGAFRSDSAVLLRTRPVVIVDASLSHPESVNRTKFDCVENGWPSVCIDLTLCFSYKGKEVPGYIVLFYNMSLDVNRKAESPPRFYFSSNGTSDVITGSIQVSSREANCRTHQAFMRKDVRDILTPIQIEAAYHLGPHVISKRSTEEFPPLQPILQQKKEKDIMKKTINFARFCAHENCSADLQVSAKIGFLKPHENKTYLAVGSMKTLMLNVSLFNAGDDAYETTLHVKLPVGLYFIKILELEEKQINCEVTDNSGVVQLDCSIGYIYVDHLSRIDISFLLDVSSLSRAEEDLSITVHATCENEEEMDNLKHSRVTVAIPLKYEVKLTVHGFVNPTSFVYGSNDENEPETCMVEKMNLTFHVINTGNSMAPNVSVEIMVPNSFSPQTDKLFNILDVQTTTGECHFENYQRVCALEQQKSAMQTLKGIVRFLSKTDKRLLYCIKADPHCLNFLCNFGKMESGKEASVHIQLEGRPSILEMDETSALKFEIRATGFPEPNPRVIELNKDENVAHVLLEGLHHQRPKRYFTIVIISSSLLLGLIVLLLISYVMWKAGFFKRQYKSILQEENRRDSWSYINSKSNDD
VLA-4 antagonist – blocks LDV-FITC ligand binding to Mn2+-activated human VLA-4 integrin | P13612 | Jurkat cells, LDV-FITC binding with Mn2+, flow cytometry; 100% = Mn2+-driven binding gain fully reversed | inhibition, % at 10 µM (by protocol) | 0.2% of 24,000 active | AID 529;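 active means inhibition above 50%; inconclusive means compound itself fluorescent, judged against control cell fluorescence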;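 further: 0% = Mn2+ stimulated cells lacking compound and 100% = ligand binding without Mn2+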
* = called active by the depositor; ? = inconclusive. Only part of the results is shown; the hit share may differ from the screen's.

Structure,LNCaP diff act,VLA-4 allo ag,Autofluor Jurkat,VLA-4 antagonist
CCOC(=O)N1CCC(N2Cc3cccc(C(=O)NCC4CCN(CC(C)C)C4)c3C2=O)CC1 (stereo not drawn),11,-2,1.1,1
CCSc1nnc2c(n1)OC=Nc1ccc(Br)cc1-2,5,-1,1.1,-7
CCc1ccccc1NC(=O)c1cc(-c2cccc(O)c2)on1,3,5,1,-7
CCN(CC)CCn1c(OC)cc(=O)[nH]c1=O,10,6,1,6
Cc1nnc(SCC(=O)Nc2cc(C(F)(F)F)ccc2N2CCOCC2)o1,5,-10,1.1,-16
CC(C)(C)OC(=O)N1CCCC1C(=O)NC(Cc1ccccc1)C(=O)O (stereo not drawn),8,3,1.1,3
O=c1c2cn[nH]c2nc(SCc2ccc3c(c2)OCCO3)n1-c1ccccc1,13,-2,1,-19
O=S(=O)(NCCC1=CCCCC1)c1cccc2nsnc12,2,-1,1.1,-12
Cc1ccc2[nH]c(=O)c(-c3noc(C(C)C)n3)cc2c1,15,?,0.8,?
CCN(CC)S(=O)(=O)c1ccc2[nH]cc(C(=O)NCCC3=CCCCC3)c(=O)c2c1,10,-4,1.1,-1
COc1ccccc1-n1c(=O)[nH]c2c(C(N)=O)nc(-c3cccnc3)nc21,6,2,1,3
CC(=O)NC1(C(F)(F)F)C(=O)NC(C)=C1C#N (stereo not drawn),7,-4,1.1,-7
COc1ccc(NC(=O)c2cc3ccccn3n2)cc1,9,1,1,-2
CCCS(=O)(=O)N1CCCC(C(=O)N2CCC(Cc3ccccc3)CC2)C1 (stereo not drawn),17,-4,1.1,-6
Cc1cc(C)n(CC(=O)n2c3c(c4ccccc42)CCCC3)n1,7,0,1.1,-24
Cc1ccc(S(=O)(=O)NC(CC(=O)O)c2ccco2)cc1 (stereo not drawn),6,3,1,-3
COc1ccc(S(=O)(=O)CCC(=O)N2CC(=O)N(CCc3ccccc3)C(=O)C2)cc1,8,2,1.1,39
O=C(CSc1oc(-c2ccco2)nc1S(=O)(=O)c1ccc(Cl)cc1)NCC1CCCO1 (stereo not drawn),2,4,0.96,13
COCCOC(=O)C1=C(N)OC2=C(C(=O)CC(C)(C)C2)C1c1cccnc1 (stereo not drawn),1,2,0.99,0
CCOC(=O)c1c(C)n(C)c2ccc(OCC(O)CN3CCN(C)CC3)cc12 (stereo not drawn),11,2,0.98,10
CC1=NC(C)Cc2ccccc21 (stereo not drawn),10,-3,0.96,-25
O=C(Cn1ncn2cccc2c1=O)N1CCCCC1,11,2,0.96,-28
O=C(NCc1cccnc1)c1ccc2c(=O)n(CCCN3CCCC3=O)c(=S)[nH]c2c1,5,2,1,-11
CCOCCCNC(=O)c1cc2c(-c3ccc(Cl)cc3)nn(C)c2s1,0,14,0.79,-13
CC(=O)Nc1nonc1-c1nc2ccccc2n1Cc1ccccn1,6,?,1.2,?
O=C(CSc1nccn1-c1ccc(Cl)cc1)Nc1ccc2c(c1)OCO2,3,-11,1.1,6
CNC(=O)CN(C#N)c1nc(N(C)C)nc(N(C)C)n1,2,5,1.1,-28
Cc1ccccc1-c1nc(Cc2ccccc2)no1,8,0,1.1,-13
CCOC(=O)c1ccc(-n2c(=S)sc3c(=O)[nH]c(C)nc32)cc1,6,3,1,-3
CCOC(=O)N1CCN(S(=O)(=O)c2ccc(F)c(C(=O)Nc3cc(C)cc(C)c3)c2)CC1,8,1,1.1,-6
CC1CCCCN1CCNC(=O)c1ccc2c(=O)n(CCc3ccccc3)c(=O)[nH]c2c1 (stereo not drawn),48*,2,1.1,-6
Cn1c(=O)cc(OCC(=O)NCCCN2CCN(c3ccccc3F)CC2)c2ccccc21,9,-2,1.1,-10
CCOC(=O)C1CCCN(C(=O)CN(c2ccc(OC)cc2)S(=O)(=O)c2c(C)noc2C)C1 (stereo not drawn),7,-3,1.1,-5
O=C(c1cnc2ccccn2c1=O)N1CCCc2ccccc21,12,-1,1.1,13
CC(OC(=O)c1cccc(NS(C)(=O)=O)c1)C(=O)Nc1ccc(N2CCOCC2)cc1 (stereo not drawn),10,-3,0.94,-7
CCOC(=O)c1c(NC(=O)c2cc(C3CC3)on2)sc(C(C)=O)c1C,5,-1,1.1,4
CCOc1ccc(C2CC(c3ccc(CC)cc3)Nc3nc(N)nn32)cc1 (stereo not drawn),14,0,1,-27
COC(=O)Cn1ncn2cccc2c1=O,18,2,1.1,-34
O=S(=O)(Nc1ccc2c(c1)oc1ccccc12)N1CCCC1,6,2,1,22
CCC(C)(NC(=O)c1ccccn1)C(=O)NC1CCCCC1 (stereo not drawn),8,-14,1,-5

Continued, starting with the last four of the part before.
Structure,LNCaP diff act,VLA-4 allo ag,Autofluor Jurkat,VLA-4 antagonist
CCOc1ccc(C2CC(c3ccc(CC)cc3)Nc3nc(N)nn32)cc1 (stereo not drawn),14,0,1,-27
COC(=O)Cn1ncn2cccc2c1=O,18,2,1.1,-34
O=S(=O)(Nc1ccc2c(c1)oc1ccccc12)N1CCCC1,6,2,1,22
CCC(C)(NC(=O)c1ccccn1)C(=O)NC1CCCCC1 (stereo not drawn),8,-14,1,-5
COC(=O)Cn1c2c(c3cc(C)ccc31)CCCC2,9,-10,1,-29
COC(=O)NC1CSCC1OC(=O)CN1C(=O)c2ccccc2C1=O (stereo not drawn),7,0,0.99,-10
O=C(O)c1ccc(CSc2ncn[nH]2)cc1,4,2,1.1,-11
O=C(Cn1cnc2c(nnn2Cc2ccc(Cl)cc2)c1=O)OCc1ccccc1,8,-2,1.1,2
COC(=O)C1=C(NC(=O)c2cccc(C)c2)CCS1,15,4,0.97,0
COc1ccc(OCCOC(=O)c2cccs2)cc1,5,0,1.1,-9
Cc1ccc2nc(NC(=O)CN(C)S(=O)(=O)c3cccc4nsnc34)sc2c1,14,14,1,-22
CCC(=O)c1cc2c(C)cc(=O)oc2c(C)c1O,5,0,1,-2
COc1ccccc1OCC(=O)NCC1CCCCC1,3,5,1.1,-14
COc1ccc(-c2cc(C(=O)NCc3cccnc3)no2)cc1OC,12,-1,1,26
CCCCOc1ccc(CSc2n[nH]c(C)n2)cc1,5,?,1.1,?
COc1cccc(-c2nnc(Nc3nc4c(F)cccc4s3)o2)c1,11,?,1.6,?
O=C(CCN1C(=O)c2ccccc2C1=O)NCCC1=CCCCC1,18,4,1.1,-19
COCCN(C(=O)Nc1ccc(OC)cc1OC)C1CCN(C(C)C)CC1,3,2,0.97,2
c1ccc2oc(SCc3cn4ccccc4n3)nc2c1,2,-3,1,-14
Cc1cc(NC(=O)c2cc(-c3ccco3)on2)n(-c2ccccc2)n1,8,5,1.1,-20
Cc1nc(-c2cccc(-c3noc(C)n3)c2)no1,5,-4,1,-11
CSC(=O)CC(=O)NC(=O)c1ccccc1,13,1,1.1,-18
COC(=O)c1cc2ccsc2n1CC(=O)NCC1CCCO1 (stereo not drawn),1,-10,0.97,-23
CCCN1Cc2cccc(C(N)=O)c2C1=O,13,-16,1,-32
Cc1nc(N)[nH]c(=O)c1CCC(=O)OCC(C)C,7,1,0.99,-10
COCCn1c(=NC(=O)CSCC(=O)Nc2cc(C)on2)sc2cc(C(=O)OC)ccc21,5,-4,1.1,1
CC(=O)c1cccc(NC(=O)c2cc3ccccn3n2)c1,5,-1,1.1,-8
CCOC(=O)N1CCC(N2Cc3cccc(C(=O)Nc4ccc(OC)c(OC)c4)c3C2=O)CC1,10,-2,1.1,4
O=C(CCn1c(=O)c2sccc2n(Cc2cc(=O)n3ccccc3n2)c1=O)NCc1ccco1,14,-5,1,22
Cn1c(SC/C=C/c2ccccc2)nnc1-c1cnccn1,9,-7,1.1,-20
CCCc1cc(=O)oc2cc3oc(C)c(C)c3cc12,7,?,1,?
COc1cc(-c2noc(-c3ccccc3C(=O)NCc3ccco3)n2)cc(OC)c1OC,16,-3,1.1,-10
CCn1cc(C2=NOC(C(=O)O)C2)c(C)n1 (stereo not drawn),11,1,1.1,-23
Cc1noc(COc2ccccc2OCC(O)CNC(C)(C)C)n1 (stereo not drawn),14,5,1,-5
O=C(NC1CCN(Cc2nnnn2CCc2ccccc2)CC1)c1ccccc1F,7,-3,0.99,-10
CC12CN3CC(C)(CN(C1)C3c1ccc(Br)cc1)C2 (stereo not drawn),12,5,1,-24
CCOc1ccccc1NC(=O)C1CCCN(C(=O)NCc2ccccc2)C1 (stereo not drawn),3,-2,1,-14
CCOc1ccc(NC(=O)CN2CCN(CC(=O)Nc3cc(OC)cc(OC)c3)CC2)cc1,2,-3,0.97,5
Cc1ccccc1Cn1ccc(NC(=O)c2cnn3c(C(F)(F)F)cc(-c4ccco4)nc23)n1,7,-8,1.1,2
C=CCn1c(SCC(=O)Nc2ccc3c(c2)OCO3)nc2ccccc2c1=O,12,-2,0.99,-4
COc1ccc(OC)c(-c2cc(C(=O)Nc3c(C)nn(Cc4ccc(Cl)cc4)c3C)no2)c1,2,-10,1,0
CCOc1ccc(OCC)c(NC(=O)C2CCCN(S(=O)(=O)c3cccs3)C2)c1 (stereo not drawn),3,-4,1,-9
CCn1c(CSc2nnc(-c3cccnc3)n2-c2ccccc2C)nc2cc(C(=O)O)ccc21,9,6,1,-7
c1ccc(CCNc2ccc3nncn3n2)cc1,6,-18,0.99,-6
CCOC(=O)C1=C(NC#N)OC(C)=C(C)C1c1ccc(O)cc1 (stereo not drawn),8,-2,1,-6
COC(=O)c1c(N)sc(C(=O)N2CCOCC2)c1C,6,4,1.1,-22
CCC(C)NC(=O)c1cc(CC(C)C)on1 (stereo not drawn),5,1,1,0
CCn1ncc(C2=NOC(C(=O)Nc3ccc4c(c3)OCO4)C2)c1C (stereo not drawn),9,?,1.1,?
CCC(=O)O[C@@H]1CC(=O)O[C@H](C)CC=CC=C[C@@H](O)[C@H](C)C[C@H](CC=O)[C@H](O[C@H]2O[C@H](C)[C@@H](O[C@H]3C[C@@](C)(O)[C@@H](OC(=O)CC)[C@H](C)O3)[C@H](N(C)C)[C@H]2O)[C@H]1OC,9,0,1.1,-16
O=C(O)CN1C(=O)CCS(=O)c2ccccc21 (stereo not drawn),1,3,1,21
CN(CCc1ccccn1)c1ncnc2[nH]ncc12,10,0,1,-16
CC(C)(C)OC(=O)NCC(=O)NCC(=O)OCc1ccccc1,11,2,1.1,-10
Cc1oc(-c2ccc(Cl)cc2)nc1CS(=O)CC(=O)NCCCN(C)C1CCCCC1 (stereo not drawn),16,4,1.1,3
O=C(NCc1cccnc1)c1noc2c1CCCC2,5,4,1,2

(listing goes on)
Structure,LNCaP diff act,VLA-4 allo ag,Autofluor Jurkat,VLA-4 antagonist
CCCCNC(=O)CS(=O)Cc1nc(-c2cccc(C)c2)oc1C (stereo not drawn),12,0,1.1,0
CCC1Oc2ccccc2N(CC(=O)Nc2ccc(OC)cc2OC)C1=O (stereo not drawn),21,4,1,6
Cc1ccc(-n2nnc3c(SCC(=O)N4CCN(c5ccccc5)CC4)ncnc32)cc1,2,?,1.4,?
COc1ccc(C2SCC(=O)N2c2c(C)n(C)n(-c3ccccc3)c2=O)c(OC)c1 (stereo not drawn),17,3,0.99,-3
COC(=O)c1cc(=O)n(Cc2ccco2)c(=Nc2ccc(F)c(Cl)c2)s1,6,-14,1.1,0
O=C(N1CCOCC1)N1CCC(NC(=O)C23CC4CC(CC(C4)C2)C3)CC1,6,4,0.95,-5
O=C(Nn1cnnc1)c1ccncc1,2,0,1.1,-13
CCOC(=O)N1CCN(CC(=O)Nc2cc3c(cc2C(C)=O)OCO3)CC1,1,-10,1.1,-8
Cc1ccc(Cn2ccc(NC(=O)c3c(-c4ccccc4Cl)noc3C)n2)cc1,5,-2,1.1,9
O=C(CN(c1ccccc1)S(=O)(=O)c1ccccc1)N1CCN(Cc2ccc3c(c2)OCO3)CC1,13,-10,1,20
O=C(NCC1COc2ccccc2O1)C1CCCN(S(=O)(=O)c2cnc[nH]2)C1 (stereo not drawn),8,3,1,-1
CC1Cc2ccccc2N1C(=O)CCS(=O)(=O)c1cccs1 (stereo not drawn),1,-8,1.1,-11
COc1ccc(OC)c(C2C(C(=O)Nc3ccccc3OC)=C(C)Nc3nc(CCCO)nn32)c1 (stereo not drawn),10,-1,1,-11
CC(C)(C)NC[C@H](O)COc1nsnc1N1CCOCC1,4,0,1,-8
O=C(O)C1CCCN(S(=O)(=O)c2ccc(Cl)s2)C1 (stereo not drawn),2,6,1,-22
CCN(CC)CCNC(=O)Cn1nc(-c2ccc(C)cc2)ccc1=O,11,-3,1.1,-1
